# Efflux pump mplx: inhibitors of Candida efflux pumps in yeast, primary screen, S. cerevisiae, Nile Red, multiplex; S. cerevisiae Candida pump triplex; inhibition, % at 10 µM; 330,000 compounds, 0.44% hits;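 active means plate passing quality check with inhibition over a set limit, or well fluorescence over plate mean plus 4 SD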;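 further: Nile Red retained in pooled yeast measured as flow cytometry median fluorescence; 0% = buffer negative control and 100% = Enniatin B positive control; higher means more Nile Red kept so more efflux inhibition; some compounds called inactive have numbers as strong as hits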
# GRK2 inh: compounds blocking aptamer binding on GRK2 – biochemical, human GRK2, bead flow cytometry, HTS, primary screen | Beta-adrenergic receptor kinase 1 (Homo sapiens), P25098 | FAM-aptamer displacement from GRK2 | inhibition of aptamer binding, % at 10 µM | 330,000 compounds, 0.59% hits;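 active means inhibition of aptamer binding above 40%, roughly 3 SD of noise, on plates passing a quality check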;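 further: median bead fluorescence of bound FAM aptamer so fluorescent compounds give negative values; no value below 0 was filed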
# BCLXL inh: inhibitors of human Bcl-xL, primary screen, biochemical, fluorescence polarization, HTS. GST-Bcl-xL / FITC-Bim BH3 peptide fluorescence polarization. inhibition, % at 10.9 µM. 320,000 compounds, 0.7% hits. AID 2129, 2009;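 active means inhibition above the mean of all tested compounds plus 3 SD, cutoff set per campaign, cut at about 30% in these data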;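 further: 0% = DMSO wells and 100% = unlabeled Bim-BH3 peptide competitor; inhibitors lower millipolarization by displacing the labeled peptide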
# Target sequence (Q07817 whole entry, looked up): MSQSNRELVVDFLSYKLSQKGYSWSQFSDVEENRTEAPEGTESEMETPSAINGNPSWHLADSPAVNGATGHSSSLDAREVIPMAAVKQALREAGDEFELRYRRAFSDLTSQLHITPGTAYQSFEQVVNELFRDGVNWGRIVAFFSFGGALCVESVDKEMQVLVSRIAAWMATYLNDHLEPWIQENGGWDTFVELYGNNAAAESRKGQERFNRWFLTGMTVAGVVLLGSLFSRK
# VLA-4 inh: inhibition in human VLA-4 binding assay, primary screen, VLA-4 allosteric modulator project, MLPCN library, flow cytometry, VLA-4 expressing cells. ligand binding flow cytometry. inhibition, % (about 7 µM as worked out from the volumes in the protocol). 330,000 compounds, 0.2% hits. AID 2557, 2010; in the data active means inhibition above about 50%
# MCL1 BIM primary: inhibitors of MCL1 binding to BIM-BH3, primary screen, biochemical, fluorescence polarization | Induced myeloid leukemia cell differentiation protein Mcl-1 (Homo sapiens), Q07820 | GST-MCL1 / FITC-Bim-BH3 fluorescence polarization | inhibition, % at 10.9 µM | 320,000 compounds, 0.68% hits;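 active means inhibition above the mean inhibition of all tested compounds plus 3 SD, set per campaign, cut at about 40% in these data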;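 further: 0% = DMSO wells and 100% = unlabeled Bim-BH3 peptide control; higher means more loss of mP so more displacement of Bim peptide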
# Target sequence (Q07820 whole entry, looked up): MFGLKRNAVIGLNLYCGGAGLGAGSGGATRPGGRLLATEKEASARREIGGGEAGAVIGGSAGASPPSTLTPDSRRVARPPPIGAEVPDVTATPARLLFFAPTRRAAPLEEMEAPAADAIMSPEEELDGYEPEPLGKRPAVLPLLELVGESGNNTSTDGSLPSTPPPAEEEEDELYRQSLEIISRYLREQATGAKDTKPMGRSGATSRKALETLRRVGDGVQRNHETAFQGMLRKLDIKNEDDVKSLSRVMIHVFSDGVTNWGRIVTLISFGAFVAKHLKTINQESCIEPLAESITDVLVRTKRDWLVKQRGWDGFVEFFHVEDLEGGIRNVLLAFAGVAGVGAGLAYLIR
# MEX-5 binding: MEX-5 zinc finger RNA-binding disruptors – biochemical, C. elegans, fluorescence polarization, MLPCN library, primary screen; Zinc finger protein mex-5 (Caenorhabditis elegans), Q9XUB2; MEX-5/FITC-TCR2 RNA binding; hits give low values; activity score (negative = inhibition of binding), % at 10 µM; 300,000 compounds, 0.38% hits; AID 1832, 2009;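 active means inhibition past about -25% in most replicates, and total fluorescence under double the plate's negative control median, limit read from the data; inconclusive means replicates evenly split on the limit, or fluorescence at least double controls; inactive means too little inhibition in most replicates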;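 further: 0% = DMSO and -100% = 5 µM competing unlabeled TCR2 RNA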
# GLD-1 TGE inh: GLD-1/TGE RNA complex disruptors, primary screen, biochemical, fluorescence polarization; purified GLD-1 + fluorescein TGE RNA; inhibition, % at 5.96 µM; 320,000 compounds, 0.44% hits;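 active means percent inhibition above a per-plate cutoff, the plate mean of test compounds plus 3 SD, cut at about 30% in these data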;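 further: 0% = DMSO wells with GLD-1 and probe and 100% = wells lacking GLD-1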
# Target sequence (Q17339 whole entry, looked up): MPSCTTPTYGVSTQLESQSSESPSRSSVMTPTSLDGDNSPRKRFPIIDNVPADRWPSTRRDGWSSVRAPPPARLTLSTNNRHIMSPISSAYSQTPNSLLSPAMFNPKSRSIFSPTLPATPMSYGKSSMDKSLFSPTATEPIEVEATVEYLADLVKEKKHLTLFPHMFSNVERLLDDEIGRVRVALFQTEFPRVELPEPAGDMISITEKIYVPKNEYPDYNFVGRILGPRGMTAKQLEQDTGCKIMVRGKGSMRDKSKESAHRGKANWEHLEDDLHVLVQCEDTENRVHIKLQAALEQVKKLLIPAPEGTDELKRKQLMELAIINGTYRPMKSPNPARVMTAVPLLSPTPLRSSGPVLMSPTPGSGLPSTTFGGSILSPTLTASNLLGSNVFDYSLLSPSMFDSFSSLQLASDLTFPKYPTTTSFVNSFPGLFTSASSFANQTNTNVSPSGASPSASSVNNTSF
# PME-1 primary: PME-1 inhibitors via competitive probe labeling, primary screen, biochemical, fluorescence polarization, FP-Rh probe, HTS | Protein phosphatase methylesterase 1 (Homo sapiens), Q9Y570 | recombinant PME-1 | inhibition, % at 5.9 µM | 320,000 compounds, 0.53% hits | AID 2130, 2009;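 active means inhibition above the campaign mean of all compounds plus 3 SD, cut at about 26% in these data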;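 further: competitive labeling of PME-1 active site by serine hydrolase directed probe; 0% = PME-1 with DMSO and 100% = wells lacking PME-1 enzyme; inhibitors block probe labeling so polarization falls and inhibition rises; many of its hits are not listed in these tables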
# Fam108B counter: mouse Fam108B serine hydrolase inhibitors, primary screen, counter-screen for RBBP9 inhibitor project, biochemical, fluorescence polarization; 300,000 compounds, 0.33% hits; AID 1947, 2009; inhibition, % at 9.51 µM; recombinant Fam108B, FP-Rh probe fluorescence polarization;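 active means inhibition above the screen mean inhibition plus 3 SD, computed separately per campaign, cut at about 18% in these data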;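 further: inhibitors lower polarization as less probe binds the enzyme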
# * hit, by the source's call; ? = inconclusive; / = not tested or not shown.
SMILES,Efflux pump mplx,GRK2 inh,BCLXL inh,VLA-4 inh,MCL1 BIM primary,MEX-5 binding,GLD-1 TGE inh,PME-1 primary,Fam108B counter
CCOc1cc(NC(=O)Nc2ccc(F)cc2)c(OCC)cc1NC(=O)CC,0.1,1,5,7,11,1.2,7,2,2
Cc1ccc(SC(C)C(=O)Nc2ncn[nH]2)cc1 (stereo not drawn),0.0,3,1,3,7,0.9,3,1,-1
O=C(CN1CCN(c2ncccn2)CC1)NCc1ccc2c(c1)OCO2,0.0,1,-6,1,-10,3.0,-2,3,0
CC(C)CSc1nnc2[nH]c(=O)cc(N)n12,-0.1,0,2,0,1,2.4,2,-4,-7
Cc1ccccc1Nc1ccc([N+](=O)[O-])cn1,-0.1,0,/,-6,/,-0.1,/,/,/
O=C(O)/C=C/c1cn(Cc2ccccc2)nc1-c1ccccc1,0.6,0,4,-6,8,-0.3,-5,-5,-7
O=C(Nc1ccc(Br)cn1)c1ccc2ccccc2c1,0.2,0,1,0,-3,-1.4,3,-3,-5
O=C(CSc1nnc(COc2ccccc2)n1-c1ccccc1)c1cccs1,-0.1,5,-4,3,1,-3.2,5,2,2
Cc1ccc2[nH]c3c(c2c1)CN(C(=O)CN1CCN(C(=O)c2ccco2)CC1)CC3,0.2,0,48*,-45,30,?,32*,-1,2
O=C(N1CCOCC1)N1CCOCC1,-0.1,0,-2,11,-2,1.0,-4,-1,0
COC(=O)C1=C(C)N(CC(C)C)C(=O)C1,0.0,0,6,-18,2,-1.7,0,-7,-2
c1ccc2c(c1)OCC(c1nnc3n1-c1ccccc1SC3)O2 (stereo not drawn),0.0,0,2,19,-3,0.0,3,4,0
O=C(O)/C(=C\c1ccc(-c2ccccc2[N+](=O)[O-])o1)c1ccccc1,0.1,1,19,-7,38,-1.6,4,1,3
CN(C)/C=C/C(=O)c1ccc(Cl)c([N+](=O)[O-])c1,0.0,0,-2,15,-7,1.3,6,-1,-6
CCN(CC)C(=O)c1[nH]cnc1C(=O)NCCCCCNC(=O)OC(C)(C)C,0.1,4,1,0,-4,/,-18,1,/
COCCn1c(SCC(=O)N2CCCC2)nc2c([nH]c3ccccc32)c1=O,0.0,1,0,-11,7,-1.9,-2,7,-1
Cc1cc(C(=O)COc2ccccc2[N+](=O)[O-])c(C)n1C1CC1,0.5,0,-2,-21,-1,0.4,3,7,-1
CCOC(=O)/C(=N\Nc1ccccc1[N+](=O)[O-])c1csc(N)n1,0.2,1,5,11,5,-0.5,1,8,4
CN(C)S(=O)(=O)c1ccc(N2CCCC2)c(C(=O)Nc2ccccc2Br)c1,0.2,6,-9,13,-18,-2.3,14,14,-2
Cn1c(=O)c2c(nc(NCCc3ccccc3)n2Cc2ccccc2)n(C)c1=O,0.1,4,1,-4,-1,-0.3,3,14,0
CCOC(=O)c1[nH]c2ccc(C)cc2c1N=CN(CC)CC,0.0,0,6,4,2,0.0,9,4,-4
CCOC(=O)C[C@H]1c2cc(C(F)(F)F)ccc2S(=O)(=O)N1Cc1ccccc1,0.0,3,4,8,6,1.2,5,9,0
C=CCc1ccc(OCc2ccc(C(=O)OC)o2)c(OC)c1,0.2,0,0,7,-9,2.6,-1,-1,0
COc1ccc([N+](=O)[O-])cc1NC(=O)COC(=O)Cc1cc(OC)c(OC)c(OC)c1,0.5,1,-1,-1,3,-1.4,6,7,2
CCCCCOC(=O)c1ccc(N2C(=O)C3C4C=CC(C4)C3C2=O)cc1 (stereo not drawn),0.0,0,-1,3,1,-2.0,10,-2,1
CC(=O)c1sc(N/N=C\c2c(O)ccc3ccccc23)nc1C,-0.2,4,-15,-122,-25,1.5,-68,20,16
COc1cnc(-c2cccc(C(F)(F)F)c2)nc1OC,0.0,3,2,4,2,1.1,2,0,-1
CCCC(=O)Nc1cc(C)c(NC(=O)c2ccccn2)cn1,0.0,0,-1,-1,-5,-0.5,3,-4,0
CC(NC(=O)Cc1cccs1)C(c1cccs1)N1CCN(c2ccccc2F)CC1 (stereo not drawn),0.1,1,-6,3,6,4.1,-2,1,-3
Cc1cc(NS(=O)(=O)c2ccccc2)c(C)c(Cl)c1O,0.3,3,6,8,6,1.1,3,2,-3
C=CCNC(=S)NNC(=O)c1cccn(Cc2cccc(Cl)c2)c1=O,0.2,0,4,3,5,0.2,3,-7,0
CCNC(=O)COC(=O)/C=C/c1cccs1,0.1,0,9,5,1,0.0,-6,4,1
COc1ccc(OCC(=O)Nc2nc3c(s2)CCCC3)cc1,0.0,1,0,-16,8,-3.2,3,-33,0
c1csc(-c2nnc(N3CCOCC3)c3ccccc23)c1,0.0,4,1,11,4,-7.3,-3,4,-2
COc1ccc(C(=O)NNC(=O)c2ccccc2[N+](=O)[O-])cc1,-0.5,0,-6,0,-9,0.0,-5,-3,0
O=C(c1cccc(C(F)(F)F)c1)C1CCCN(C(=O)CCn2cnnn2)C1 (stereo not drawn),0.1,0,3,2,2,1.0,-3,-3,2
COC(=O)C1=C(C)N(CCCC(=O)O)C(=O)NC1c1cccc2ccccc12 (stereo not drawn),-0.1,2,-2,3,-7,0.4,2,2,4
Cc1cc(Nc2nc3ccccc3nc2Cl)n(-c2ccccc2)n1,0.0,2,2,-1,1,-2.7,3,-1,-2
CC(C)CN1CCNC(=O)C1CC(=O)NCCc1cnn(-c2ccccc2)c1 (stereo not drawn),-0.1,2,4,9,6,-5.4,11,-2,6
Cc1ccc(-n2c(C)cc(C(=O)NS(=O)(=O)c3ccc(C)cc3)c2C)cc1,0.0,7,9,36,0,-0.8,4,1,-2
COc1ccc(-c2[nH]n(-c3ccc([N+](=O)[O-])cc3)c(=O)c2C=NCc2ccc(F)cc2)cc1,-2.8,0,5,0,6,-0.2,6,-1,-6
CC(=O)c1ccc(-n2c(CCC(=O)O)ccc2-c2cccs2)cc1,0.0,2,5,-9,5,-5.4,-6,0,-1
CCCn1c(=N)c(C(=O)NCc2ccc3c(c2)OCO3)cc2c(=O)n3cccc(C)c3nc21,-0.1,78*,8,7,10,0.1,0,-5,5
Cc1cc(C)nc(N2CCCC(C(=O)NCCc3cccc(F)c3)C2)n1 (stereo not drawn),0.0,1,-1,4,-2,1.2,7,8,0
O=C(NCC1CCCO1)C(=O)N/N=C/c1c(F)cccc1Cl (stereo not drawn),-0.1,0,-3,-1,1,0.4,-2,-7,-2
COc1ccc(-c2cc(C3CCN(Cc4cccc(C(F)(F)F)c4)CC3)[nH]n2)cc1,-0.1,0,8,4,4,0.2,-1,-2,0
CCOC(=O)CNC(=O)N1c2ccccc2Sc2ccccc21,0.2,34,-2,2,-4,1.5,3,-4,2
CC(C)(C)NC(=O)CN(Cc1cccnc1)C(=O)c1csnn1,0.0,0,1,5,6,-0.4,0,-4,-2
O=C(NCc1nc(-c2ccc(C(F)(F)F)cc2)no1)Nc1cc(Cl)cc(Cl)c1,0.1,1,5,-3,2,3.2,4,-90,-46
OC(CNc1nc2ccccc2s1)c1ccccc1 (stereo not drawn),-0.2,0,7,-1,-2,1.7,-9,1,-1

# Later entries:
SMILES,Efflux pump mplx,GRK2 inh,BCLXL inh,VLA-4 inh,MCL1 BIM primary,MEX-5 binding,GLD-1 TGE inh,PME-1 primary,Fam108B counter
Cc1cc(=O)[nH]c(NN=C2C3CC4CC(C3)CC2C4)n1,-0.1,3,1,-1,9,15,10,3,3
COc1ccc(CC2(CO)CCN(Cc3cc4ccccc4o3)CC2)cc1,0.0,4,4,15,0,-1.5,4,-11,4
Cn1cc(Cl)c(C(=O)Nc2cnn(Cc3ccc(F)cc3)c2)n1,0.6,0,5,-2,3,3.3,-4,4,0
CCn1c(NCc2cc(Br)ccc2NS(=O)(=O)c2ccc(C)cc2)nc2ccccc21,0.3,2,1,6,1,/,5,-16,-1
CCOC(=O)COc1ccccc1-c1ccno1,0.1,0,7,25,6,0.8,4,5,1
O=C(Nc1ccccc1C(=O)N/N=C/c1ccco1)c1ccc(F)cc1,0.1,3,2,9,5,1.0,-3,-8,7
CCC(C(=O)N1CCN(S(=O)(=O)c2ccc(F)cc2)CC1)c1ccccc1 (stereo not drawn),-0.1,0,2,11,0,/,16,1,/
COCC(=O)/C=C1\Sc2ccccc2N1C,0.0,1,9,17,12,-3.6,-4,-9,-4
CCN(CC(=O)Nc1ccc(OC)cc1)C(=O)c1cc([N+](=O)[O-])ccc1N1CCOCC1,-0.1,3,-1,-7,3,-1.6,-1,1,0
NC(=O)C1CCN(c2cc(N3CCOCC3)ccc2[N+](=O)[O-])CC1,0.1,3,2,0,4,1.9,-19,-3,-2
COc1ccc(C(O)c2ncc(C(F)(F)F)cc2Cl)cc1 (stereo not drawn),0.1,3,6,19,4,-1.5,-1,-5,0
Cc1ccccc1C(=O)NC1CCN(CC(=O)N2CCCCC2C)CC1 (stereo not drawn),0.0,1,3,7,1,0.6,1,1,1
COc1ccc(Cc2nc3ccc(C(=O)N4CCCC4)cc3o2)cc1,-0.1,1,0,1,8,-1.4,-7,2,7
COc1ccc(NC(=O)CSC(C)c2nc3ccccc3c(=O)[nH]2)cc1 (stereo not drawn),0.4,2,2,14,3,3.9,-9,4,1
Cc1ccc(S(=O)(=O)Nc2ccc3c(c2)nc(CCN2CCN(c4ccccn4)CC2)n3C)cc1,0.2,0,3,2,-2,5.3,9,3,6
CN(CC(=O)Nc1ccc(Cl)c(Cl)c1)CC(=O)Nc1ccc2c(c1)OCO2,0.0,5,2,9,5,/,8,12,/
CCCCOc1ccc(C(=O)NCC(=O)NCC(=O)OCC)cc1,0.4,4,-3,-3,-2,-1.7,-2,-2,-5
COC(=O)c1sccc1NC(=O)c1csc(C)c1,0.1,2,-4,1,-2,-3.6,10,-5,1
COC(=O)C1=C(C)NC2=C(C(=O)CC(C)(C)C2)C1c1cn(Cc2ccc(Br)cc2)nc1-c1ccccc1 (stereo not drawn),-0.1,2,6,-8,-1,1.5,7,-6,-2
CC(NC(=O)C1CCN(S(=O)(=O)c2cc([N+](=O)[O-])ccc2Cl)CC1)c1ccccc1 (stereo not drawn),0.0,0,-4,4,-11,2.9,9,10,2
Cc1ccc(C(=O)c2c3ccc([N+](=O)[O-])cc3[n+]([O-])n2CCC(N)=O)cc1,-0.2,0,12,-6,12,-2.2,2,13,-1
Cc1ccc(NC(=O)CSCC#N)cc1,0.1,0,2,0,3,-1.2,8,1,3
O=C1c2ccncc2C(=O)N1c1cccc(Cl)c1,0.0,7,0,6,-7,1.1,2,-6,2
C=C(C)c1cccc(C(C)(C)NC(=O)NCC2CCCO2)c1 (stereo not drawn),0.3,1,8,2,4,1.0,-9,-12,-7

# Screening data (PubChem BioAssay)

# Only part of the results is shown; the hit share may differ from the screen's.
